Source: PubChem BioAssay
RAM network inh – inhibitors of the yeast RAM network, primary screen, dse1pr::URA3 reporter, 5-FOA selection | inhibition, % at 50 µM | S. cerevisiae dse1pr::URA3 reporter, 5-FOA growth OD615, 2 d; analog-sensitive cbk1-as2 kinase mutant strain | 190,000 compounds, 1.8% hits;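 active means inhibition above a set limit, 3 SD over mean compound inhibition, cut at about 8.4% in these data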;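 further: 0% = DMSO-only wells with no growth and 100% = 10 µM 1-NA-PP1 full growth; inhibition rescues growth on 5-FOA so higher OD means more RAM inhibition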
Hsp70 activator – Hsp70 transcriptional activators, primary screen, cell-based, HeLa, Hsp70 promoter luciferase, luminescence, 10 µM. HeLa Hsp70 promoter luciferase reporter; scaled: vehicle 0, proteasome-inhibitor control 100%. activation, % at 10 µM. 200,000 compounds, 0.04% hits;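 active means activation above the mean across all tested compounds plus 3 SD, cutoff set per campaign, cut at about 5.5% in these data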;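 further: 100% = MG132 at 30 µM as the positive control and 0% = DMSO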
NF-kB neuron act – activators of NF-kB expression in neurons, primary screen, cell-based, HTS; human neuronal cells, NF-kB reporter expression; hits give high values; fold change at 12.5 µM; 190,000 compounds, 1.6% hits; in the data active means fold change above about 3.3
STAT3 inh – IL-6 driven STAT3 reporter inhibitors, primary screen, U3A cells, luciferase, luminescence, MLSCN library; IL-6 STAT3-luciferase reporter; host cell line lacks STAT1; inhibition, % at 5.5 µM; 190,000 compounds, 0.89% hits; AID 862, 2007;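 active means inhibition above the mean inhibition across all screened compounds plus 3 SD, cut at about 44% in these data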;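 further: 0% = DMSO only wells and 100% = 100 µM nifuroxazide control wells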
APP 5'UTR act – activators of APP 5'UTR luciferase reporter, primary screen, SH-SY5Y cells; activation, % at 2 µM; 190,000 compounds, 1% hits; SH-SY5Y APP 5'UTR luciferase reporter, luminescence; zero percent = DMSO vehicle wells; AID 1276, 2008;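 active means activation above a set limit, based on mean plus 3 SD of controls, cut at about 140% in these data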; further: values of inactives mirror those of a sister screen read the other way
APP 5UTR inh – inhibitors of APP translation via 5'UTR reporter, primary screen, APP 5'UTR luciferase, SH-SY5Y cells; SH-SY5Y APP 5'UTR-luciferase reporter, luminescence; 190,000 compounds, 0.82% hits; inhibition, % at 2 µM;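 active means inhibition above a set limit, derived from the sample mean plus 3 SD, cut at about 45% in these data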; further: values of inactives mirror those of a sister screen read the other way
STAT1 blocker – STAT1 signaling inhibitors, primary screen, cell-based, HTS, luciferase reporter; NIH 3T3 STAT1-luciferase reporter, IFN-gamma, luminescence; 200,000 compounds, 0.35% hits; inhibition, % at 5.5 µM; AID 920, 2007;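 active means inhibition above a set limit, the mean inhibition across all tested compounds plus 3 SD, cut at about 34% in these data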;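 further: 0% = IFN-gamma with DMSO and 100% = IFN-gamma with 300 µM nifuroxazide; values of inactives mirror those of a sister screen read the other way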
FLuc inh counter – firefly luciferase enzyme inhibitors, primary screen, artefact control for luciferase-based inhibitor screens, biochemical, luminescence, ATPLite. Luciferin 4-monooxygenase (Photinus pyralis), P08659. 10 min. inhibition, % at 10 µM. 200,000 compounds, 1.5% hits. AID 1006, 2008;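 active means inhibition above about 50% when tested at 10 µM, limit read from the data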
Target sequence (P08659 whole entry, looked up): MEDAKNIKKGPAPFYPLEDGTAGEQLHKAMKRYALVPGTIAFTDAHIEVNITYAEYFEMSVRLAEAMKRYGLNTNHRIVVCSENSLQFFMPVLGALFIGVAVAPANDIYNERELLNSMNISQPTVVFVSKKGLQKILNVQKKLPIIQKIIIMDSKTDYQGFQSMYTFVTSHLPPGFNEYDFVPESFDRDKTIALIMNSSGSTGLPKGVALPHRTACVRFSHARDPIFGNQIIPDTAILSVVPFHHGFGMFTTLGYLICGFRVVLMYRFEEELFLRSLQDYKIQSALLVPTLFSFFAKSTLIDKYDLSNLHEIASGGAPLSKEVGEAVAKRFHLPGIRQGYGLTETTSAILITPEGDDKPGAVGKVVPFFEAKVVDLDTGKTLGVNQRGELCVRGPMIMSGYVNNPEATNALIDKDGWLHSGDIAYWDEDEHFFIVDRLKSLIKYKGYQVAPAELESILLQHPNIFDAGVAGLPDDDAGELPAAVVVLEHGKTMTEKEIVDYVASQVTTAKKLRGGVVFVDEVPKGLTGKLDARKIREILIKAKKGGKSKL
STAT1 act – STAT1 signaling activators, primary screen, cell-based, HTS, luciferase reporter | NIH 3T3 STAT1-luciferase reporter, IFN-gamma, luminescence; 100% = IFN-gamma alone, no compound | 200,000 compounds, 2.6% hits | activation (% of control), % at 5.5 µM;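 active means activation above the screen-wide mean activation plus 3 SD, cut at about 130% in these data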;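 further: raw ratio to IFN-gamma control signal so 100% means no change and 0% no light; values of inactives mirror those of a sister screen read the other way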
STAT3 activator – IL-6 driven STAT3 reporter potentiators, primary screen, U3A cells, luciferase, luminescence, MLSCN library; IL-6 STAT3-luciferase reporter; 100% = signal with IL-6 EC80 alone; activation (% of control), % at 5.6 µM; 190,000 compounds, 0.91% hits; AID 871, 2007;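 active means activation above the screen-wide mean of compound activation plus 3 SD, cut at about 130% in these data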;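 further: 0% = background luminescence of wells with medium and substrate only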
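System – human U3A cells carrying STAT3-luciferase construct · Probe or stimulus – Interleukin-6, 33 ng/mL · Schedule – compound 1 h, then IL-6 6 h at 37 °C · Signal – luminescence from STAT3-driven luciferase reporter · Evaluation – percent of IL-6-only median luminescence · Benchmarks – IL-6-only high control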
An asterisk follows results filed as active; . = no result given.

SMILES	RAM network inh	Hsp70 activator	NF-kB neuron act	STAT3 inh	APP 5'UTR act	APP 5UTR inh	STAT1 blocker	FLuc inh counter	STAT1 act	STAT3 activator
COc1ccccc1-c1ccc(SCc2ccc(C)cc2)nn1	2.6	0.1	1.1	19	2	-2	-23	4	120	91
OC(CNC1CCCC1)COc1c(F)cc(Br)cc1F (stereo not drawn)	0.3	-0.2	1.1	0	-7	7	-2	-4	101	100
O=C(/C=C/c1ccccc1)NCCSCc1ccccc1	0.4	-0.2	1.1	3	0	0	-1	5	101	101
Cc1cc(C)c2[nH]c(=O)c(C(c3nnnn3C(C)(C)C)N3CCN(C(=O)c4ccco4)CC3)cc2c1 (stereo not drawn)	0.7	-0.4	2.9	3	-5	5	-1	-7	101	99
CCCc1nc2n[nH]c(N)c2c2c1CCC2	0.7	0.2	1.2	16	-6	6	-2	-4	103	92
CCCOc1ccc(S(=O)(=O)N2CCOCC2)cc1[N+](=O)[O-]	1.3	0.1	1.4	4	-5	5	-5	-7	103	107
CS(=O)(=O)N(Cc1ccc(C(=O)NN=C2CCCCCC2)cc1)c1ccccc1	0.7	0.4	1.3	2	-4	4	-4	-1	103	106
O=C(NNC(=O)c1ccc(Cl)cc1Cl)c1ccncc1	0.1	-0.1	1.1	-10	16	-16	-13	24	112	107
CCOCC(=O)Nc1nc2ccc(C)cc2s1	-1.3	0.7	3.4*	30	96	-96	-26	23	124	77
CCOc1cc(S(=O)(=O)NCc2ccccc2)ccc1F	4.2	-0.1	1.1	-4	-6	6	-4	-4	104	107
COCc1cc(C)nc(N2CCCCC2)c1C#N	0.4	0.2	1.1	-5	-32	32	-2	0	98	107
CCOC(=O)C1Sc2ccccc2NC1=O (stereo not drawn)	-1.0	-0.2	1.5	-4	1	-1	2	0	99	108
Cc1cc(C)c(OCC(=O)OCCNC(=O)c2cccnc2)c(C)c1	-0.4	-0.3	1.3	3	7	-7	-17	-5	116	102
NC1=NC(=O)C2(COC(c3ccncc3)OC2)S1 (stereo not drawn)	0.4	-0.3	1	15	12	-12	-1	-6	101	93
Cc1ccc(NC(=O)CN2C(=O)S/C(=C\c3ccc(-c4cccc(C(=O)O)c4C)o3)C2=O)cc1	4.0	-0.2	1.2	3	.	.	6	0	89	98
Cc1cc(N/C(=N/S(=O)(=O)c2ccc(F)cc2)c2ccccc2)n(-c2ccccc2)n1	2.8	0.0	1.2	-3	2	-2	3	-4	97	104
CCCC(CCC)C(=O)Nc1ccc2c(c1)N(C(=O)CN1CCN(C)CC1)c1ccccc1CC2	-1.6	-0.2	1.1	5	-5	5	-1	-3	99	102
CC(=O)c1c(C)nc(-c2ccccc2)nc1NC(=O)C(C)C	0.1	-0.3	1.1	2	7	-7	10	-4	90	102
CCOC(=O)c1nnn(-c2nc(N3CCCC3)nc(N3CCCC3)n2)c1-c1ccccc1	0.8	-0.2	0.74	9	-5	5	-6	-4	106	97
Cc1nnsc1SC(C)C(=O)O (stereo not drawn)	0.5	0.2	1	2	-8	8	-3	-10	102	108
C=CCn1c(-c2ccncc2)n[nH]c1=S	1.0	-0.2	1.3	-1	7	-8	5	-8	94	103
CC1(C)NC(=O)N(CC(=O)OCC(=O)Nc2cc(S(=O)(=O)N3CCCCCC3)ccc2Cl)C1=O	1.2	0.1	0.93	-4	11	-10	7	3	94	104
COc1ccccc1Cn1c(=S)[nH]c2cc(C(=O)NCc3cccnc3)ccc2c1=O	2.2	-0.2	1.1	2	1	-1	3	-2	97	103
COc1cc(/C=N/NC(=Nc2ccc(C)cc2)c2nc3ccccc3s2)ccc1O	5.9	-0.4	0.45	-17	121	-121	-26	29	124	122
COc1cc2c(cc1OC)CN(C(=O)c1cc(S(=O)(=O)N3CCOCC3)ccc1Cl)CC2	-0.5	-0.1	1.1	5	7	-7	10	-1	91	98
O=C(O)c1cccc(NC(=O)c2ccc3c(c2)C(=O)N(Cc2ccco2)C3=O)c1	0.2	0.1	0.96	13	7	-7	15	25	84	92
CCCCc1nc2ccccc2c(NC(=O)CNC(C)(C)C)c1CCC	2.2	-0.3	1	-5	.	.	-2	-6	106	105
COc1ccc(-c2cc(-c3ccccc3)c(C#N)c(=S)[nH]2)cc1	5.4	-0.3	0.91	10	9	-9	-6	-4	106	99
O=C(COc1ccccc1)NNC(=S)NC(=O)c1ccc(Cl)cc1Cl	0.4	-0.2	1.2	-6	-1	1	-8	0	107	108
COc1cc(C(=O)Nc2cccc(C)c2C)c(Br)c(OC)c1OC	-0.4	-0.1	1.1	11	-2	2	6	1	95	98
O=C(NC(=S)Nc1ccc(C(=O)N2CCOCC2)cc1)c1ccc([N+](=O)[O-])cc1	2.1	0.0	0.99	8	-2	2	2	1	98	99
O=C(Cc1ccc(F)cc1)Nc1ccc(F)c([N+](=O)[O-])c1	0.7	0.2	0.86	14	0	0	-1	-11	101	93
COc1cc(-c2nnc(-c3cccs3)o2)cc(OC)c1OC	7.4	-0.1	0.82	22	1	-1	-6	3	106	84
C=CCn1c(SCC(=O)Nc2ccc3c(c2)OCCO3)nnc1-c1ccco1	4.1	-0.2	0.95	19	-9	9	-3	7	103	85
CCOC(=O)C1=C(C)NC(=O)NC1/C=C/c1ccccc1OC (stereo not drawn)	1.5	-0.2	1.1	5	29	-29	9	-3	91	101
CC(/C=C/c1ccc(OCc2ccccc2)cc1)=N\O	1.2	0.6	3.1	-9	94	-94	-65	22	157*	112
Cc1cc(C)nc(NC(=NCCc2c[nH]c3ccccc23)NC(=O)Nc2cccc([N+](=O)[O-])c2)n1	6.5	-0.3	0.74	-5	1	-1	7	-6	96	102
Cc1c(Cl)c(-c2n[nH]c(=S)n2-c2ccccc2)nn1C	1.0	-0.1	1.1	8	-10	10	5	10	96	93
CCN(CC)c1ccc(NC(=O)COC(=O)CSc2ccc(Br)cc2C)cc1	2.3	-0.5	0.9	-4	-1	1	0	-1	100	106
Cc1cc2ncn(CS(C)(=O)=O)c2cc1C	2.5	0.0	0.95	3	7	-7	-6	-8	104	104
COc1ccccc1NC(=O)Cn1c(=O)n(CCc2c[nH]c3ccccc23)c(=O)c2cccnc21	5.5	-0.1	0.83	5	5	-5	6	-2	94	96
CCOC(=O)c1ccc(NC(=O)NCc2ccccc2OC)cc1	4.5	-0.1	1.3	3	25	-25	4	-4	94	102
Cc1nc(N2CCOCC2)nc(N2CCN(c3ccccc3)CC2)c1[N+](=O)[O-]	1.4	-0.2	1.2	20	3	-3	9	-5	92	92
Cc1ccc(-c2ccc3nnc(SCC(N)=O)n3n2)cc1	-0.2	-0.1	0.92	9	9	-9	-9	5	107	98
O=C(CSc1nnc2c3ccccc3c3ccccc3c2n1)Nc1ccccc1F	0.8	0.1	2.1	-28	6	-6	8	-5	93	131
Cc1cc(F)ccc1S(=O)(=O)Nc1ncnc2scc(-c3ccc(F)cc3)c12	5.2	-0.3	0.96	-2	5	-5	-8	-5	108	101
O=C(OCC(=O)N(C1CCCCC1)C1CCCCC1)c1ccco1	0.5	0.0	0.95	6	3	-3	2	-7	98	99
Cc1cccn2c1nc(=S)n2C(=O)c1ccco1	1.1	0.2	1	-10	147*	-147	-120	85*	208*	112
CCc1ccc(CC2S/C(=C(\C#N)C(C)=O)NC2=O)cc1 (stereo not drawn)	2.6	-0.4	1.2	-29	-6	6	1	7	99	126
Cc1cc(C)cc(OCc2nc(-c3cccnc3)no2)c1	-0.1	-0.2	1.1	9	-4	4	-3	-3	102	94
CC(C)NC(=O)NC(=O)CSc1ccccc1F	-0.9	-0.4	1.1	20	11	-11	4	1	96	82
C/C(Cc1ccccc1)=N\NC(=O)C1CCCCC1	0.6	0.0	1.1	-8	-13	13	0	-4	101	106
COc1cc(C(=O)Nc2cc(C(F)(F)F)ccc2-n2cncn2)cc(OC)c1OC	0.5	-0.1	0.88	16	1	-1	16	-7	85	87
CC(c1ccccc1)C1CC(=O)N(CC(=O)O)C1=O (stereo not drawn)	0.4	-0.3	1.1	0	5	-5	-1	-4	94	102
CN(CCOc1cccc(C(F)(F)F)c1)Cc1ccccc1	-0.3	1.7	1.1	4	-2	2	-5	-10	103	104
CCC(Sc1ccc2nnc(CCNS(=O)(=O)c3ccc(OC)cc3)n2n1)C(=O)OC (stereo not drawn)	0.8	-0.1	1.1	7	12	-12	-5	-5	104	98
CCOC(=O)Cn1cc([N+](=O)[O-])c(OC)n1	0.3	-0.2	1.1	3	-2	2	-1	-6	101	95
O=S(=O)(Nc1ccc(N2CCCCC2)cc1)c1ccccc1	1.2	-0.2	1.4	-1	3	-3	-5	-5	105	98
Cc1ccc2c(CC(=O)N3CCN(c4ccccc4)CC3)coc2c1	1.7	0.0	0.95	-2	-5	5	-3	5	103	103
CC1(C)C(=O)OC(C(=O)c2ccccc2)C(C)(C)C1=O (stereo not drawn)	3.2	-0.2	0.88	3	16	-16	-1	-3	101	99

(listing goes on)
SMILES	RAM network inh	Hsp70 activator	NF-kB neuron act	STAT3 inh	APP 5'UTR act	APP 5UTR inh	STAT1 blocker	FLuc inh counter	STAT1 act	STAT3 activator
c1ccc(CNc2nc(CN3CCOCC3)nc3scc(-c4ccccc4)c23)cc1	1.0	0.2	0.64	4	6	-6	6	-3	95	104
N#Cc1nc(-c2ccc(OCc3ccc(Cl)cc3)cc2)oc1N1CCC(C(N)=O)CC1	4.4	0.3	1.2	15	6	-6	-7	-7	106	90
OCC1(Cc2ccccc2Cl)CCN(C/C=C/c2ccccc2)CC1	1.9	0.0	0.86	-6	-3	3	0	-9	98	107
CCOC(=O)N1CCN(C(=S)NC(=O)c2cncc(Br)c2)CC1	1.8	-0.2	1.3	8	29	-29	2	-4	98	97
CC(C)c1nnc(NC(=O)c2cccnc2)s1	-0.6	-0.2	1.4	0	-5	5	-17	4	114	100
CCCc1nnc(NC(=O)CNc2ccc(F)cc2)s1	1.3	-0.2	1.3	13	-11	11	-13	-4	112	92
COc1ccc(N2CCN(c3nc4ccc(C)cn4c(=O)c3C=O)CC2)cc1	0.2	0.2	1.1	27	7	-6	4	-2	96	81
C(=N\Nc1nc(Nc2ccccc2)nc(N2CCOCC2)n1)/c1c[nH]c2ccccc12	2.0	-0.2	0.89	15	-21	21	1	4	99	90
O=C(N/N=C/c1ccc2c(c1)OCO2)c1ccc(COc2cccc3cccnc23)cc1	6.0	-0.2	2.3	9	28	-28	-22	14	121	101

2 records drawn at random from those above:
SMILES	RAM network inh	Hsp70 activator	NF-kB neuron act	STAT3 inh	APP 5'UTR act	APP 5UTR inh	STAT1 blocker	FLuc inh counter	STAT1 act	STAT3 activator
COc1ccc(N2CCN(c3nc4ccc(C)cn4c(=O)c3C=O)CC2)cc1	0.2	0.2	1.1	27	7	-6	4	-2	96	81
CC(C)c1nnc(NC(=O)c2cccnc2)s1	-0.6	-0.2	1.4	0	-5	5	-17	4	114	100
